GAA glycogen: alters human alpha-glucosidase cleavage of glycogen. Potency, µM (titrated, usually from 76.4 µM), inactives show at the highest dose activity change, negative = inhibition, most hits filed as inhibitors. 300,000 tested, 0.38% active. recombinant GAA, glycogen substrate, Amplex Red glucose oxidase fluorescence. P10253;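 note: 0% = full enzyme reaction and -100% = no-enzyme basal signal; the screen sought inhibitors and activators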
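qHTS, 1536-well; enzyme 4 nM final; cpd up to 77 uM; substrate bovine liver glycogen 30 ug; 50 mM citrate/phosphate pH 5.0, 0.01% Tween-20; 37 C, 40 min; Amplex Red detection 45 min RT; Hill fit → AC50.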
aGlu spleen mod: inhibits or activates alpha-glucosidase in human spleen homogenate; P10253; human spleen homogenate, 4-MU-alpha-glucoside fluorescence; Potency, µM (titrated, usually from 79.9 µM), for inactives: at the top dose activity change, negative = inhibition, most hits filed as inhibitors; 240,000 tested, 0.006% active; AID 2112;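 note: 0% = enzyme with vehicle and -100% = no enzyme basal signal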
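Compounds were titrated against alpha-glucosidase in spleen homogenate at pH 5.0, with 1 mM 4-methylumbelliferyl substrate for 40 min at 37 C. Reactions were quenched with pH 10 NaOH/glycine and fluorescence measured.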
SMN2 splice up: enhancers of SMN2 splice variant expression; Potency, µM (top dose mostly 46.1 µM), inactives show at the top dose activity change, positive = activation, most hits filed as activators; HEK293 SMN2-luciferase splicing reporter, luminescence, 30-36 h; 210,000 tested, 2.8% active; note: % of control where 0% means no effect; nearly all actives have a fitted effect of over 55% in size
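HEK293 cells carry an SMN2 […]–luciferase reporter in which exon 7 inclusion puts luciferase in frame. Cells were plated 10-12 h before compound addition, then incubated 30-36 h at 37C. ONE-Glo luminescence was read; sodium butyrate at 4.5 mM final served as control.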
GoLoco inh red: blocks human Gai1 binding to RGS12 GoLoco peptide, red readout; Potency, µM (series often up to 61.6 µM), without a hit: top-dose activity, negative = inhibition, usual class: inhibitors; Gai1:RGS12 GoLoco peptide FP, rhodamine, 10 min; P63096; 230,000 tested, 0.44% active; active = well fitted inhibition curve with a large enough effect, not every such curve was filed as active; inactive = no such curve, though single readings can be large or run the other way; note: % is set by controls: 0 for no effect and ±100 for the full control effect; nearly all actives have a fitted effect of over 30% in size; many of its hits are not listed in these tables
Target sequence (P63096 whole entry, looked up): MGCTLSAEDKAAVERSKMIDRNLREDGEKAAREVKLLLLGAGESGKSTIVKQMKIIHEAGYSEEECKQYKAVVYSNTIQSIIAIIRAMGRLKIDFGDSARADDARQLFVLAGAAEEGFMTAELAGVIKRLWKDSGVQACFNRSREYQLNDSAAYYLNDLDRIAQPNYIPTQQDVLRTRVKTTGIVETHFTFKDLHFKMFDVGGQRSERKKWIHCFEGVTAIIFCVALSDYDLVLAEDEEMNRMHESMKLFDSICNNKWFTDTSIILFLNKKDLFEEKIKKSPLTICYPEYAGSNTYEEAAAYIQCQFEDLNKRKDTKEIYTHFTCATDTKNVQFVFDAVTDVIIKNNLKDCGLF
aGal spleen mod: inhibits or activates alpha-galactosidase in human spleen homogenate; human spleen homogenate, 4MU-alpha-Gal fluorescence, 40 min; 240,000 tested, 0.008% active; P06280; Potency, µM (doses to about 80 µM), inactives show at the highest dose activity change, negative = inhibition, usual class: inhibitors;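 note: 0% = enzyme with vehicle and -100% = no enzyme basal signal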
Target sequence (P06280 32-429 limits assumed): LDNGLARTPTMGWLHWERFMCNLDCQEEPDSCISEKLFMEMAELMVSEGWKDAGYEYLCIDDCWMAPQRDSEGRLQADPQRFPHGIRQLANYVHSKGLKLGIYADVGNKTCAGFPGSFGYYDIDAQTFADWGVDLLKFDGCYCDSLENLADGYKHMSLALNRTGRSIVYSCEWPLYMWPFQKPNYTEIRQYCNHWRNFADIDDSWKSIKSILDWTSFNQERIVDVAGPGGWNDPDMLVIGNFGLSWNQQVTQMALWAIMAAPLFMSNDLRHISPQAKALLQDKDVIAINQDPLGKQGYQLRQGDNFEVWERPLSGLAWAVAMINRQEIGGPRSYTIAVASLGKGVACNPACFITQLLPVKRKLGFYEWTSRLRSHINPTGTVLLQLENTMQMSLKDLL
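Spleen homogenate 1 ug + cpd (titration) + 4-MU-alpha-D-galactopyranoside 1 mM; 37C 40 min; 50 mM citrate/phosphate pH 5.0, 0.01% Tween-20; stop pH 10; fluorescence 365/440; AC50 via Hill.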
ALDH1A1 block: inhibitors of human aldehyde dehydrogenase 1A1 | AID 1030 | 220,000 tested, 7.3% active | Potency, µM (titrated, usually from 75.3 µM), inactives show at the top dose activity, negative = inhibition, usual class: inhibitors | Purified ALDH1A1, NADH fluorescence, propionaldehyde substrate; active = well fitted inhibition curve with a large enough effect, not every such curve was filed as active; inconclusive = small, poorly fitted or top-dose-only effect, or another doubt; inactive = no such curve, though single readings can be large or run the other way;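 note: plate controls were no enzyme wells and a reference inhibitor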
GAA inhib: alpha-glucosidase (human) inhibition | P10253 | purified human GAA, 4-MU-alpha-glucoside fluorescence | Potency, µM (top dose mostly 76.9 µM), for the others: at the highest dose activity change, negative = inhibition, hits mostly inhibitors | 200,000 tested, 0.005% active | AID 1466;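 note: plate controls were uninhibited enzyme wells for no effect and no-enzyme background for full effect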
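Activity normalized between no-enzyme (basal) and enzyme-only wells. Conditions: 4 nM human enzyme, 400 uM fluorogenic substrate, citrate/phosphate pH 5.0 with Tween-20, 20 min room temperature, compounds up to 77 uM.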
KDM4E inh: JMJD2E (human) inhibition. B2RXH2. JMJD2E catalytic domain, FDH-coupled NADH fluorescence (FDH is formaldehyde dehydrogenase). Potency, µM (doses to about 57.1 µM), for the others: at the top dose activity change, negative = inhibition, hits mostly inhibitors. 230,000 tested, 1.6% active. AID 2147; active = well fitted inhibition curve with a large enough effect, not every such curve was filed as active; inconclusive = small, poorly fitted or top-dose-only effect, or another doubt; inactive = no such curve, though single readings can be large or run the other way;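 note: 0% = wells with enzyme and -100% = buffer wells without enzyme; nearly all actives have a fitted effect of over 50% in size; many of its hits are not listed in these tables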
Active calls of the source: *; ? = inconclusive; / = no result given; [ ] = remark or other dose. Unless noted, calls come from the whole dose curve; as a rule, active = well fitted curve in the direction sought with a large enough effect; inconclusive = small, poorly fitted or top-dose-only effect, or another doubt; inactive = no such curve, though single readings can be large; an effect the other way counts as inactive or inconclusive. Potency is the fitted concentration of half-maximal effect.

SMILES | SMN2 splice up | ALDH1A1 block | aGlu spleen mod | aGal spleen mod | GAA inhib | KDM4E inh | GoLoco inh red | GAA glycogen
CC(=O)c1ccc(NC(=O)CSc2nnc(-c3ccco3)c(-c3ccco3)n2)cc1 | / | 1.4µM* | -5% | 0% | -7% | 16µM* | 13% | 14%
CC(C)(CC(=O)N1CCN(c2ccc(Cl)cc2)CC1)CC1=NS(=O)(=O)c2ccccc2N1 | -6% | -19% | -3% | -10% | -3% | 13% | 4% | -6%
CCCN1C(=O)SC(CC(=O)Nc2ccccc2)C1=O (stereo unspecified) | 2% | 20µM* | 5% | 9% | -4% | 7% | 0% | -3%
Cc1c(NC(=O)C(C)OC(=O)c2ccc([N+](=O)[O-])s2)c(=O)n(-c2ccccc2)n1C (stereo unspecified) | -7% | -19% | 3% | -2% | 5% | -11% | 4% | -1%
O=C(N1CCN(Cc2ccccc2)CC1)C12CC3CC(CC(C3)C1)C2 | -31%[inhibitor] | 6.3µM* | -12% | -6% | -7% | -8% | 7% | -14%
C=CCn1c(/N=C/c2ccc(N(C)C)cc2)nc2ccccc21 | / | 4% | -8% | -11% | -15% | -2% | / | 0%
O=C(O)c1cccc(NC(=O)C2C3C=CC(C3)C2C(=O)O)c1 (stereo unspecified) | / | ? | 2% | 2% | ? | ? | / | 3%
Cc1nnc(SCc2ccc([N+](=O)[O-])cc2)o1 | / | -8% | -3% | 2% | -3% | -5% | -7% | 11%
Cc1nc(CS(=O)(=O)c2ccccc2)cc(Sc2ccc(Cl)cc2)n1 | 4% | ? | -16% | -3% | -6% | 3% | 2% | -1%
CCC(=O)NC(=S)Nc1cccc(NC(=O)c2ccc(Cl)cc2Cl)c1 | -7% | ? | -10% | 2% | -5% | -1% | -8% | -11%
Cc1cc(C)n(-c2ccc(Cl)c(C(=O)Nc3ccc(OC(F)(F)F)cc3)n2)n1 | -7% | 1% | 2% | 2% | 3% | 1% | 7% | -2%
Cc1ccc(C)c(N(Cc2ccccc2F)S(C)(=O)=O)c1 | -12% | 7% | 0% | -2% | -2% | -5% | -3% | -1%
CS(=O)(=O)N1CCC(C(=O)NCc2ccc(Cl)cc2Cl)CC1 | -18% | -5% | -2% | 0% | -1% | 2% | 3% | 8%
Cc1ccc(-n2nc(C)c3c2OC(N)=C(C#N)C3c2ccoc2)cc1 (stereo unspecified) | 7% | 0.89µM* | -3% | 4% | -4% | 10µM* | 9% | 22µM*
Cn1c(SCc2ccc([N+](=O)[O-])cc2)nnc1-c1cccnc1 | 10% | 1% | 13% | 13% | -4% | 8% | 0% | 0%
CCOCCCNC(=O)C1CCN(S(=O)(=O)N(CC(C)C)CC(C)C)CC1 | -17% | ? | -5% | -2% | -2% | 1% | -9% | -3%
CCOC(=O)COc1c(/C=N\OC)cc(Cl)cc1OC | -5% | -5% | 2% | 2% | 2% | -6% | 2% | -1%
O=C(c1ccccc1)N1CCN(Cc2ccccc2)CC1 | 3% | ? | -5% | -3% | -2% | ? | 0% | 4%
Nc1nnc(SCc2ccc(F)cc2)n1-c1ccccc1 | 5% | 12% | 3% | 0% | 3% | 8% | -2% | -2%
O=C(C1CCCO1)N(Cc1ccccc1)c1ccccc1 (stereo unspecified) | -15% | ? | 5% | 4% | -6% | -1% | 3% | 7%
O=C(c1oc2ccccc2c1N1CCCCC1)N1CCCCC1 | 13% | -14% | -3% | 1% | -4% | -3% | 6% | -18%
CCC(=O)c1ccc(N2CCN(C(=O)c3ccccc3)CC2)c(F)c1 | / | -2% | 2% | -2% | ? | -5% | 2% | 19%
COc1ccc(NC(=O)C/C(C)=N/NC(=O)C(=O)NC(C)C)c(OC)c1 | -4% | 3% | -2% | -8% | 8% | 2% | 9% | 5%
CCNC(=O)C(Sc1ccccc1)c1ccccc1 (stereo unspecified) | 4% | 1% | 1% | 7% | -2% | -4% | 0% | 11%
COC(=O)CSc1nc(N)c(C#N)c(CC(C)C)c1C#N | 10% | ? | -5% | 5% | -10% | -9% | 1% | -1%
CCOC(=O)Cn1nnc(-c2ccccc2)n1 | 11% | 2% | -4% | 1% | -1% | 6% | -6% | 2%
Cc1cccc(CNc2ncnc3ccc(-c4cccnc4)cc23)c1 | -39%[inhibitor] | ? | 4% | -11% | / | ? | 7% | /
Cc1cccc(NC2=NC(=S)N(c3ccc(C(=O)O)cc3)C23CCCCC3)c1 | 5% | 5% | -4% | 0% | -3% | 7% | 13% | 26%
Cc1ccc(SCC(=O)Nc2ccc(S(=O)(=O)Nc3ncccn3)cc2)cc1 | / | -3% | -12% | 6% | -11% | -15% | 19% | -12%
COC(=O)[C@@]1(Cc2ccccc2)[C@H]2c3cc(C(=O)N(C)C)n(Cc4ccccn4)c3C[C@H]2CN1C(=O)c1ccccc1 | -20% | -3% | 2% | 5% | / | -3% | 13% | /
COc1ccc(COC(=O)N/C=C/c2ccco2)cc1 | 17% | 28µM* | -5% | -8% | ? | -16% | 35%[activator] | -8%
CCOC(=O)CN(C(=O)CSc1nnc(-c2cccc(OC)c2)o1)c1ccc(F)cc1 | -38%[inhibitor] | 7% | -14% | ? | -14% | 2% | -28% | -1%
CC1Cc2cc(/C(O)=C3/C(=O)C(=O)N(CCCn4ccnc4)C3c3cccnc3)ccc2O1 (stereo unspecified) | -6% | -2% | -17% | -1% | -1% | 6% | 0% | 9%
COc1c(C)cc(C(=O)C2CCCN(C(=O)c3cccc(-n4cccn4)c3)C2)cc1C (stereo unspecified) | / | ? | 6% | 11% | ? | -5% | -2% | -15%
CSc1ccc(-c2nnn(CC(=O)NCc3ccccc3)n2)cc1 | ? | 2% | 0% | -4% | -8% | -2% | 4% | 11%
Cc1ccc(NC(=O)CSc2nc(NS(=O)(=O)c3ccc(C)cc3)cc(=O)[nH]2)cc1 | 6% | 4% | 1% | 2% | -5% | -26% | -1% | -1%
Cc1cc(C)n(Cc2nc3ccccc3n2C)n1 | -19% | -1% | -12% | 5% | 0% | -8% | 13% | ?
CCCCN1C(=S)NC[C@@H]1c1ccccc1 | / | -5% | 6% | 7% | / | 7% | 2% | -6%
CC(C)CN(CC(C)C)S(=O)(=O)N1CCC(C(=O)NCCc2ccc(Cl)cc2)CC1 | -24% | 0% | -9% | -2% | -1% | -4% | -11% | 0%
CCCCCn1c(=O)[nH]c2cc(C(=O)NCc3ccccn3)ccc2c1=O | -28% | 13µM* | 11% | 24% | ? | ? | 3% | -6%
CC(C)CNc1cc(Cl)c(S(=O)(=O)NCC(C)C)cc1C(=O)O | / | -1% | -6% | -1% | 8% | -1% | 4% | -3%
Cc1cc(Cl)c(S(=O)(=O)NCc2ccncc2)cc1OCC(N)=O | / | ? | -1% | -3% | -5% | -7% | 4% | -1%
Cc1ccc(S(=O)(=O)N(C)CCCC(=O)N2CCN(C=O)CC2)cc1 | -7% | -4% | 3% | 3% | -2% | 2% | -3% | -7%
CCOc1ccccc1NC(=O)CC(O)(C(F)(F)F)C(F)(F)F | 12% | ? | -7% | -3% | -4% | -6% | 0% | -6%
COCc1nnc(NS(=O)(=O)c2c(C)cc(C)cc2C)s1 | 5% | -1% | -13% | -9% | 3% | -8% | 0% | 6%
O=C(O)CSc1nnc(-c2cccnc2)n1Cc1ccccc1 | -10% | -1% | -1% | 1% | 9% | 3% | 2% | 2%
Cc1cccc(N2CCN(C(=S)Nc3ccc4nc(N5CCN(C)CC5)cc(C)c4c3)CC2)c1C | -88%[inhibitor] | ? | 2% | 6% | 9% | ? | 7% | -19%
CN(C)C(=O)CCCc1nc(-c2ccc(Cl)cc2)no1 | 14% | 5% | -3% | 12% | -2% | -3% | -9% | -1%
COc1ccc(NC(C)=O)cc1NC(=O)c1ccc2ccccc2c1 | -6% | -6% | 9% | 1% | 8% | 5% | 7% | 1%
CC(CCc1ccccc1)NC(=O)c1ccc(Br)o1 (stereo unspecified) | -38%[inhibitor] | -53% | -7% | 3% | -8% | 2% | -23% | -40%
CCN(CC)S(=O)(=O)c1ccc(NC(=S)NC(=O)C(C)C)cc1 | ? | 28µM* | 6% | 10% | 6% | -23% | -10% | -4%

Ordered by SMILES length (descending): some entries from above.
SMILES | SMN2 splice up | ALDH1A1 block | aGlu spleen mod | aGal spleen mod | GAA inhib | KDM4E inh | GoLoco inh red | GAA glycogen
Cc1cccc(N2CCN(C(=S)Nc3ccc4nc(N5CCN(C)CC5)cc(C)c4c3)CC2)c1C | -88%[inhibitor] | ? | 2% | 6% | 9% | ? | 7% | -19%
Cc1ccc(S(=O)(=O)N(C)CCCC(=O)N2CCN(C=O)CC2)cc1 | -7% | -4% | 3% | 3% | -2% | 2% | -3% | -7%
CC(C)CNc1cc(Cl)c(S(=O)(=O)NCC(C)C)cc1C(=O)O | / | -1% | -6% | -1% | 8% | -1% | 4% | -3%
Cc1cc(Cl)c(S(=O)(=O)NCc2ccncc2)cc1OCC(N)=O | / | ? | -1% | -3% | -5% | -7% | 4% | -1%
CCOc1ccccc1NC(=O)CC(O)(C(F)(F)F)C(F)(F)F | 12% | ? | -7% | -3% | -4% | -6% | 0% | -6%
COc1ccc(NC(C)=O)cc1NC(=O)c1ccc2ccccc2c1 | -6% | -6% | 9% | 1% | 8% | 5% | 7% | 1%
CN(C)C(=O)CCCc1nc(-c2ccc(Cl)cc2)no1 | 14% | 5% | -3% | 12% | -2% | -3% | -9% | -1%

Assay outcomes (PubChem BioAssay)

Some of the compounds tested; count on the stated rates, not on these rows.
